Screening results (PubChem BioAssay)
Pol kappa inh: inhibitors of human DNA polymerase kappa | Q9UBT6 | purified Pol kappa, fluorescent DNA synthesis assay, 10 min | Potency, µM (highest dose often 107 µM), for inactives: at the highest dose activity, negative = inhibition, hits mostly inhibitors | 400,000 tested, 0.53% active; note: potency is the fitted concentration of half-maximal effect; % is set by controls: 0 for no effect and ±100 for the full control effect
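Kinetic fluorescence readout at 0 and 10 min followed reaction start with substrate at 50 nM final. Beforehand, enzyme (10 nM Pol kappa) stood 15 min with compound at room temperature; buffer-only wells were negative controls.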
POLI inh: inhibitors of human DNA polymerase iota; AID 588590; Pol iota fluorescent replication assay, 10 min; 390,000 tested, 1% active; Potency, µM (highest dose often 115 µM), without a hit: at the top dose activity, negative = inhibition, actives largely listed as inhibitors; note: potency is the fitted concentration of half-maximal effect
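Fluorescent replication assay read twice, at 0 min and 10 min after adding 50 nM (final) substrate. Enzyme (10 nM) and compounds were first incubated 15 min at room temperature; enzyme-free buffer wells were negative controls.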
Pol eta inh: inhibitors of human DNA polymerase eta. Q9Y253. recombinant Pol eta, fluorescent DNA replication assay. Potency, µM (top dose mostly 114 µM), for the others: at the highest dose activity change, negative = inhibition, usual class: inhibitors. 390,000 tested, 1.2% active. AID 588591; note: potency is the fitted concentration of half-maximal effect; % is set by controls: 0 for no effect and ±100 for the full control effect
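Pol eta (10 nM) was preincubated with compounds for 15 min at room temperature, after which fluorescent replication substrate (50 nM final) was added to start the reaction. Fluorescence was read kinetically at 0 and 10 min.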
RXFP1 antag: antagonists of human relaxin receptor RXFP1. Q9HBX9. HEK293-RXFP1, relaxin-stimulated cAMP HTRF, 30 min; hits give low values. activity change, negative = inhibition, % at 57.5 µM. 350,000 tested, 0.59% active;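 active = activity change of -60% or lower, but not beyond a set lower limit; inconclusive = change between -60% and -40%, or beyond the set limit; inactive = change above -40%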; note: % is set by controls: 0 for no effect and ±100 for the full control effect
Target sequence (Q9HBX9 whole entry, looked up): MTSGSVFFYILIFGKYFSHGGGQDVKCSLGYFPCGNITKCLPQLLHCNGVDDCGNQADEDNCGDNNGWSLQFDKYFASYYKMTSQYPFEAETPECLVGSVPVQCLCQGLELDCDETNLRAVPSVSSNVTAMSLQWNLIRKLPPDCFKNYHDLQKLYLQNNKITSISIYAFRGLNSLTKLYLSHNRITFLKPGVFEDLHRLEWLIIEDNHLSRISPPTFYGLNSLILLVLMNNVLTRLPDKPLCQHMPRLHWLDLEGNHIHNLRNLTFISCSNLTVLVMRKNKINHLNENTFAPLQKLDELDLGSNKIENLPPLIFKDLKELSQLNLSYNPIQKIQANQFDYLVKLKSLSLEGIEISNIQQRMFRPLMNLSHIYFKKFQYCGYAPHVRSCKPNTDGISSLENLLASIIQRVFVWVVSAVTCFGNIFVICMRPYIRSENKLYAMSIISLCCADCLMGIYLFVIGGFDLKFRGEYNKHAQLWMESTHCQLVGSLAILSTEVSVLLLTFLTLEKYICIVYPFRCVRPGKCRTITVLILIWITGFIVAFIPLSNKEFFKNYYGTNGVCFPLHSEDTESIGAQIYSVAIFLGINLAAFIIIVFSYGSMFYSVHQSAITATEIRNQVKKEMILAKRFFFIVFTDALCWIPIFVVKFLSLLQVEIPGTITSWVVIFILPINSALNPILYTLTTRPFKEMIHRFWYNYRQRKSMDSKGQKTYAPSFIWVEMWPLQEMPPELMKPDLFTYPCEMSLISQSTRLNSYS
Apoferritin bind: binds horse apoferritin like a general anesthetic. 350,000 tested, 0.074% active. apoferritin/1-aminoanthracene competitive binding, fluorescence. AID 485281. Potency, µM (highest dose often 77.5 µM), without a hit: at the highest dose activity change, negative = displacement, actives largely listed as inhibitors; note: potency is the fitted concentration of half-maximal effect; % is set by controls: 0 for no effect and ±100 for the full control effect; nearly all actives have a fitted effect of over 20% in size
Target sequence (P02791 2-175 limits assumed): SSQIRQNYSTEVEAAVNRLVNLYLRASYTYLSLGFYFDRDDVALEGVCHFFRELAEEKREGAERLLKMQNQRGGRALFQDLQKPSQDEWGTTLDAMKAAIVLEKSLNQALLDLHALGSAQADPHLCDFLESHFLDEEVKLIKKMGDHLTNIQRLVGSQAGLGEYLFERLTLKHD
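Probe: 1-aminoanthracene (50% saturated, PBS). Protein: horse-spleen apoferritin, 10 uM. Incubation: 10 min, room temperature. Detection: 380 nm excitation, 535 nm emission. Analysis: normalized response, four-parameter Hill.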
APE1 inh: inhibitors of human APE1 endonuclease; P27695; recombinant APE1, TAMRA/BHQ-2 abasic DNA cleavage fluorescence; Potency, µM (titrated, usually from 65.8 µM), for inactives: top-dose activity change, negative = inhibition, actives largely listed as inhibitors; 350,000 tested, 0.35% active; AID 2517;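 note: potency is the fitted concentration of half-maximal effect; plate controls were vehicle for no effect and reference inhibitor for full effect; nearly all actives have a fitted effect of over 55% in size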
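APE1 at 0.75 nM final was preincubated with compound 15 min at room temperature, then 50 nM double-stranded THF abasic-site substrate (5'-TAMRA/3'-BHQ-2) was added. Fluorescence (ex 525/em 598 nm) was read kinetically; third-minus-first read gave activity.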
BLM inh: blocks DNA unwinding by human BLM helicase | P54132 | recombinant BLM DNA unwinding, fluorescence dequenching | Potency, µM (doses to about 56.1 µM), for inactives: at the top dose activity change, negative = inhibition, usual class: inhibitors | 350,000 tested, 0.2% active | AID 2528;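 note: potency is the fitted concentration of half-maximal effect; plate controls were vehicle for no effect and no enzyme for full effect; nearly all actives have a fitted effect of over 35% in size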
Pol beta inh: blocks human DNA polymerase beta activity; P06746; Pol beta primer extension/strand displacement, fluorescence kinetic; Potency, µM (top dose mostly 114 µM), inactives show at the highest dose activity change, negative = inhibition, most hits filed as inhibitors; 340,000 tested, 1.3% active; note: potency is the fitted concentration of half-maximal effect; % is set by controls: 0 for no effect and ±100 for the full control effect
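Reaction started by 50 nM substrate onto compound-treated Pol beta (10 nM, 15 min preincubation, room temperature); plates read at 0 min and 10 min. Normalized concentration-effect data fitted by four-parameter Hill equation.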
PGK inhibitor: blocks T. brucei phosphoglycerate kinase. PGK/GAPDH coupled, Kinase-Glo luminescence, 60 min. Potency, µM (titrated, usually from 57.5 µM), for inactives: at the top dose activity change, negative = inhibition, most hits filed as inhibitors. 380,000 tested, 0.043% active. AID 602233; note: potency is the fitted concentration of half-maximal effect; % is set by controls: 0 for no effect and ±100 for the full control effect; nearly all actives have a fitted effect of over 60% in size
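Luminescent ATP detection (Kinase-Glo Plus) follows a 60-minute room-temperature incubation, with wells lacking PGK as controls. Buffer: 100 mM TEA (pH 7.6), 5 mM MgCl2, 0.01% Tween-20. Coupling enzyme GAPDH (100 nM final) supplies unstable 1,3-BPG in-well.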
Numbers without * were called inactive; [ ] = another dose, or the depositor's remark. Unless noted, calls come from the whole dose curve; as a rule, active = well fitted curve in the direction sought with a large enough effect; inconclusive = small, poorly fitted or top-dose-only effect, or another doubt; inactive = no such curve, though single readings can be large; an effect the other way counts as inactive or inconclusive.

Results for CCOC(=O)CC(NC(=O)c1cc2cccc(OC)c2oc1=O)c1cccc([N+](=O)[O-])c1 (stereo not drawn) ?
Pol kappa inh: -1%; POLI inh: 75%[activator]; Pol eta inh: -13%; RXFP1 antag: -10; Apoferritin bind: -12%; APE1 inh: -7%; BLM inh: -2%; Pol beta inh: -17%; PGK inhibitor: -6%

What do the screens show for `Cc1noc(/C=C/N(C)C)c1S(=O)(=O)N1CCCC(C(=O)NCc2cccs2)C1` (stereo not drawn)?
Pol kappa inh: -12%; POLI inh: 8%; Pol eta inh: -3%; RXFP1 antag: -11; Apoferritin bind: 0%; APE1 inh: -5%; BLM inh: 2%; Pol beta inh: -1%; PGK inhibitor: 3%

What do the screens show for `OC(COc1ccc(Cl)cc1)CN1CCN(c2ccccn2)CC1` (stereo not drawn)?
Pol kappa inh: 0%; POLI inh: 186%[activator]; Pol eta inh: -19%; RXFP1 antag: -23; PGK inhibitor: 2%

What do the screens show for `O=C1CN(S(=O)(=O)c2ccccc2Cl)CCN1`?
Pol kappa inh: 0%; POLI inh: 10%; Pol eta inh: -6%; RXFP1 antag: 4; APE1 inh: 50%; PGK inhibitor: inactive

How did CCc1nnc(NS(=O)(=O)c2ccc(N3C(=O)C4CC=C(Cl)CC4C3=O)cc2)s1 (stereo not drawn) do in these assays?
Pol kappa inh: -17%; POLI inh: inconclusive; Pol eta inh: 45µM*; RXFP1 antag: -7; Apoferritin bind: -10%; APE1 inh: 4%; BLM inh: -7%; Pol beta inh: 27%; PGK inhibitor: -5%

How did CC(C)N(Cc1ccccc1)C(=O)Cn1c(=O)cnc2ccccc21 do in these assays?
Pol kappa inh: 1%; POLI inh: 42%; Pol eta inh: -15%; RXFP1 antag: -4; Apoferritin bind: -2%; APE1 inh: 5%; BLM inh: -2%; Pol beta inh: 1%; PGK inhibitor: -9%

What do the screens show for `Cc1ccnc(NS(=O)(=O)c2ccc(NC(=O)c3ccc(Cl)cc3[N+](=O)[O-])cc2)n1`?
Pol kappa inh: -23%; POLI inh: -10%; Pol eta inh: -1%; RXFP1 antag: -2; Apoferritin bind: -7%; APE1 inh: 43%; BLM inh: -2%; Pol beta inh: 29%; PGK inhibitor: -3%

Results for COc1cccc(-n2c(SCC(=O)N3c4ccccc4CC3C)nnc2-c2ccco2)c1 (stereo not drawn) ?
Pol kappa inh: -2%; POLI inh: -13%; Pol eta inh: -9%; RXFP1 antag: -10; Apoferritin bind: -19%; APE1 inh: -1%; BLM inh: -8%; Pol beta inh: 15%; PGK inhibitor: 0%

Results for CC(=O)Nc1ccc(NC(=O)CSc2nnc(C)n2-c2ccccc2)cc1 ?
Pol kappa inh: -10%; POLI inh: -10%; Pol eta inh: 0%; RXFP1 antag: 5; Apoferritin bind: -3%; APE1 inh: -5%; BLM inh: -1%; Pol beta inh: -13%; PGK inhibitor: 4%

Results for CCOc1cc(/C=C2/SC(=S)N(CC(=O)O)C2=O)ccc1OC(=O)c1cccs1 ?
Pol kappa inh: -3%; POLI inh: inconclusive; Pol eta inh: inconclusive; RXFP1 antag: 2; Apoferritin bind: inconclusive; APE1 inh: -4%; BLM inh: -6%; Pol beta inh: -22%; PGK inhibitor: -3%

Results for COc1cccc(CNC(=O)c2ccc(-c3nc(CS(=O)c4ccccc4)c(C)o3)cc2)c1 (stereo not drawn) ?
Pol kappa inh: -4%; POLI inh: 10%; Pol eta inh: -11%; Apoferritin bind: -12%; BLM inh: -1%; Pol beta inh: 5%; PGK inhibitor: inactive

What do the screens show for `CC1CC(C)CN(c2ccc([N+](=O)[O-])cc2-c2nn[nH]n2)C1` (stereo not drawn)?
Pol kappa inh: -2%; POLI inh: 16%; Pol eta inh: 8%; RXFP1 antag: -7; Apoferritin bind: 3%; APE1 inh: -2%; BLM inh: 2%; Pol beta inh: 47%; PGK inhibitor: 0%

Results for CN1CCN(C(=O)CCS(=O)(=O)c2cc3c(cc2Cl)NC(=O)CO3)CC1 ?
Pol kappa inh: -14%; POLI inh: 3%; Pol eta inh: 2%; Apoferritin bind: -16%; APE1 inh: 9%; BLM inh: -1%; Pol beta inh: -19%; PGK inhibitor: 2%

What do the screens show for `O=C(NC1CCN(S(=O)(=O)c2ccc(F)cc2)CC1)c1cccnc1`?
Pol kappa inh: -7%; POLI inh: 55%[activator]; Pol eta inh: -19%; RXFP1 antag: -1; Apoferritin bind: -4%; APE1 inh: 50%[activator]; BLM inh: -2%; Pol beta inh: 65%; PGK inhibitor: inactive

What do the screens show for `CC(C)c1ccc(N2C(=O)CC(NNC(=O)c3cccnc3)C2=O)cc1` (stereo not drawn)?
Pol kappa inh: -4%; POLI inh: inconclusive; Pol eta inh: -20%; RXFP1 antag: -6; Apoferritin bind: -3%; APE1 inh: 5%; BLM inh: -3%; Pol beta inh: 4%; PGK inhibitor: inactive

What do the screens show for `COc1ccc(NC(=O)Nc2ccc(Br)cn2)cc1`?
Pol kappa inh: 13%; POLI inh: 23%; Pol eta inh: -10%; RXFP1 antag: 0; Apoferritin bind: -4%; APE1 inh: -3%; BLM inh: 0%; Pol beta inh: -1%; PGK inhibitor: inactive

What do the screens show for `CC(=O)Oc1ccc2ccccc2c1C(NC(=O)C(C)C)c1cccc([N+](=O)[O-])c1` (stereo not drawn)?
Pol kappa inh: -10%; POLI inh: 11%; Pol eta inh: 4%; RXFP1 antag: -11; Apoferritin bind: inconclusive; APE1 inh: -4%; BLM inh: -11%; Pol beta inh: -2%; PGK inhibitor: 4%

Results for O=C1CN(C(=O)c2cc3ccccc3oc2=O)C(c2ccc(F)cc2)c2cc(F)ccc2N1 (stereo not drawn) ?
Pol kappa inh: -1%; POLI inh: -7%; Pol eta inh: -6%; Apoferritin bind: -17%; APE1 inh: -1%; BLM inh: -4%; Pol beta inh: -1%; PGK inhibitor: -1%

Results for COc1cc(C(=O)N2CCN(C(=O)c3cc(-c4ccc(Br)cc4)n[nH]3)CC2)cc(OC)c1OC ?
Pol kappa inh: 7%; POLI inh: 36%; Pol eta inh: -20%; RXFP1 antag: 2; Apoferritin bind: 2%; APE1 inh: -18%; BLM inh: -5%; Pol beta inh: 25%; PGK inhibitor: inactive

Results for C=CCn1c(SCC(=O)NCC2CCCO2)nnc1C1CCCCC1 (stereo not drawn) ?
Pol kappa inh: -2%; POLI inh: -5%; Pol eta inh: -15%; RXFP1 antag: 7; Apoferritin bind: 10%; APE1 inh: inconclusive; BLM inh: -5%; Pol beta inh: 10%; PGK inhibitor: -8%

Brought forward from above: two entries, then new ones.
Results for COc1cc(C(=O)N2CCN(C(=O)c3cc(-c4ccc(Br)cc4)n[nH]3)CC2)cc(OC)c1OC ?
Pol kappa inh: 7%; POLI inh: 36%; Pol eta inh: -20%; RXFP1 antag: 2; Apoferritin bind: 2%; APE1 inh: -18%; BLM inh: -5%; Pol beta inh: 25%; PGK inhibitor: inactive

Results for C=CCn1c(SCC(=O)NCC2CCCO2)nnc1C1CCCCC1 (stereo not drawn) ?
Pol kappa inh: -2%; POLI inh: -5%; Pol eta inh: -15%; RXFP1 antag: 7; Apoferritin bind: 10%; APE1 inh: inconclusive; BLM inh: -5%; Pol beta inh: 10%; PGK inhibitor: -8%

How did CC(=O)Nc1ccc(OC(=O)COc2ccc(Br)cc2)cc1 do in these assays?
Pol kappa inh: -7%; POLI inh: -14%; Pol eta inh: -20%; RXFP1 antag: 1; Apoferritin bind: 0%; APE1 inh: 1%; BLM inh: 0%; Pol beta inh: 18%; PGK inhibitor: -7%

What do the screens show for `O=C(COc1nncc2ccccc12)NCCC1=CCCCC1`?
Pol kappa inh: -6%; POLI inh: 13%; Pol eta inh: inconclusive; RXFP1 antag: -21; Apoferritin bind: inconclusive; APE1 inh: -2%; BLM inh: -5%; Pol beta inh: 1%; PGK inhibitor: 2%

Results for Cn1nc(C(=O)N2CCOCC2)c([N+](=O)[O-])c1C(=O)N1CCOCC1 ?
Pol kappa inh: 1%; POLI inh: 19%; Pol eta inh: -4%; RXFP1 antag: 3; Apoferritin bind: -6%; APE1 inh: 3%; BLM inh: 5%; Pol beta inh: 8%; PGK inhibitor: -9%

What do the screens show for `COc1ccc(Cn2cc3c(-c4ccc(F)cc4)nnc-3c3cc(OC)c(OC)cc32)cc1`?
Pol kappa inh: -4%; POLI inh: -13%; Pol eta inh: -14%; Apoferritin bind: -12%; APE1 inh: -4%; BLM inh: -7%; Pol beta inh: 79µM*; PGK inhibitor: -2%

How did COC(=O)/C=C/c1cnc2ccccc2c1 do in these assays?
Pol kappa inh: 12%; POLI inh: 1%; Pol eta inh: -17%; RXFP1 antag: -6; Apoferritin bind: -7%; APE1 inh: -1%; BLM inh: 2%; Pol beta inh: -12%; PGK inhibitor: -6%

What do the screens show for `Cc1csc(NC(=O)COc2ccc3c(c2)CCC3)n1`?
Pol kappa inh: -14%; POLI inh: 10%; Pol eta inh: -24%; RXFP1 antag: 3; APE1 inh: 48%[activator]; PGK inhibitor: -13%

What do the screens show for `Cc1ccc(C(c2sc3ncnn3c2O)N2CCC(C)CC2)cc1` (stereo not drawn)?
Pol kappa inh: -2%; POLI inh: 25%; Pol eta inh: -19%; RXFP1 antag: 0; Apoferritin bind: 1%; APE1 inh: -1%; BLM inh: 1%; Pol beta inh: 11%; PGK inhibitor: -2%

What do the screens show for `CCC(=O)Nc1nc2c(OC)ccc(C)c2s1`?
Pol kappa inh: -4%; POLI inh: 7%; Pol eta inh: -20%; RXFP1 antag: -8; Apoferritin bind: 0%; APE1 inh: -2%; BLM inh: 1%; Pol beta inh: 4%; PGK inhibitor: -5%

How did COC(=O)c1cn(NC(=O)c2ccc(OC)c(OC)c2)c(=O)c2ccccc12 do in these assays?
Pol kappa inh: -15%; POLI inh: 1%; Pol eta inh: -7%; RXFP1 antag: -3; Apoferritin bind: 3%; APE1 inh: 12%; BLM inh: -12%; Pol beta inh: 1%; PGK inhibitor: -2%

Only part of the results is shown; rates above refer to the full screens.
